ERp5 block – blocks human ERp5 reductase activity on insulin; inhibition, % at 9.99 µM; ERp5 insulin aggregation, absorbance 650 nm, 90 min; AID 651711; 350,000 tested, 0.05% active; Q15084;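 active = mean replicate inhibition above about 25%, with every replicate also reaching it, limit read from the data, passing the limit was not always enough; inconclusive = only one of those two criteria met; inactive = neither criterion met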
E-selectin induc – E-selectin induction on HUVECs; AID 686992; HUVEC E-selectin immunofluorescence imaging; normalized: neutral wells 0, TNF-alpha wells 100; 260,000 tested, 0.37% active; activation, % at 7.58 µM;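 active = mean E-selectin-positive cell signal at least 10% of the positive control, reached in at least 60% of replicates, without over 20% cell loss; inconclusive = no rule given, readout overlaps actives, possibly toxicity-flagged; inactive = the rest, including those meeting only one limit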;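 also: in these data hits start at about 27%; measured in HUVEC primary endothelial cells; signal is the percent of cells scored E-selectin positive by PE staining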
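material = human umbilical vein endothelial cells (HUVEC), E-selectin induction | quantity = 3,000 cells/well | medium = EGM-2 growth medium on 0.1% gelatin-coated wells | technique = immunofluorescence imaging | read-out basis = % PE-positive cells | control set = TNF-alpha positive control, DMSO neutral control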
esBAF inh – SWI/SNF esBAF complex inhibition. mouse ES cells, Bmi1-luciferase knock-in reporter, 24 h; 100% = twice the neutral-well signal. reporter increase, % at 12.5 µM. 350,000 tested, 2% active. AID 602393; in the data active = activation above about 40%; inconclusive = no clear call, values can overlap the other calls;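 also: 0% = median of the plate's neutral control wells and 100% = double that signal; a rise in the Bmi1 reporter signal indicates esBAF inhibition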
S100A4 inh HTS – blocks human S100A4 binding to myosin IIA peptide; inhibition, % at 10.7 µM; P26447; AID 652163; 360,000 tested, 0.14% active; S100A4/TAMRA-MyoIIA peptide fluorescence polarization;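 active = mean inhibition of at least 70% across replicates, with every replicate also reaching that level; inconclusive = mean inhibition reaches 70% but some replicates fall short; inactive = mean inhibition below 70%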
Target sequence (P26447 whole entry, looked up): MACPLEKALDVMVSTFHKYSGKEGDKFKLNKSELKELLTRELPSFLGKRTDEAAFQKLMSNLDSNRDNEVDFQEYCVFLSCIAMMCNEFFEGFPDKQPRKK
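Test system: S100A4 monomer protein. Medium: HEPES buffer with Ca2+, pH 7.2. Reagent: fluorescent myosin IIA peptide, 5 nM. Compound dosing: single-point compound testing. Timing: 5 min between mix addition and reading. Benchmarks: DMSO neutral and TFP positive wells.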
XiGFP reactiv – activators of X-chromosome reactivation in mouse fibroblasts | XiGFP mouse fibroblasts, % GFP-positive cells imaging, 3 d; cells co-treated with 5-aza-dC sensitizer; scaled so ellipticine positive control = 100% | activation, % at 7.58 µM | 360,000 tested, 0.055% active;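 active = mean normalized replicate activation at least 10% and every replicate at or above 10%; inconclusive = only one of the two criteria met; inactive = mean below 10% and not all replicates reach 10%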;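 also: 0% = median of on-plate neutral control wells and 100% = ellipticine 6 µM median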
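Schedule: 3 d treatment, 15 min room-temperature fixation; system: 68-5-11 XiGFP fibroblast line; buffer or medium: DMEM plus 5-aza-dC sensitizer; control set: ellipticine 6 µM positive control; compound: one concentration, pinned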
ERAP1 HTS inh – ERAP1 (human) enzyme inhibition | 340,000 tested, 0.15% active | inhibition, % at 10.7 µM | Q9NZ08 | recombinant ERAP1, Leu-AMC fluorescence, 60 min | AID 652197;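 active = mean replicate inhibition of at least 30%, or all replicates individually reaching that 30% level; inactive = mean below 30% and not every replicate reaching it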;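 also: 0% = neutral control wells and 100% = L-leucinethiol positive control wells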
RAD54 branch – blocks human RAD54 Holliday junction branch migration | Q92698 | FAM/BHQ fluorescence | inhibition, % at 10.4 µM | 360,000 tested, 0.14% active;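 active = mean normalized replicate activity at least 40 and at least half of replicates scoring 40 or more; inconclusive = only one of the two criteria met; inactive = mean below 40 and under half of replicates reaching 40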;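 also: 0% = median of neutral control wells and 100% = median of positive control wells; inhibitors cause a drop in the FAM fluorescence signal; in these data hits start at about 50%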
Target sequence (Q92698 whole entry, looked up): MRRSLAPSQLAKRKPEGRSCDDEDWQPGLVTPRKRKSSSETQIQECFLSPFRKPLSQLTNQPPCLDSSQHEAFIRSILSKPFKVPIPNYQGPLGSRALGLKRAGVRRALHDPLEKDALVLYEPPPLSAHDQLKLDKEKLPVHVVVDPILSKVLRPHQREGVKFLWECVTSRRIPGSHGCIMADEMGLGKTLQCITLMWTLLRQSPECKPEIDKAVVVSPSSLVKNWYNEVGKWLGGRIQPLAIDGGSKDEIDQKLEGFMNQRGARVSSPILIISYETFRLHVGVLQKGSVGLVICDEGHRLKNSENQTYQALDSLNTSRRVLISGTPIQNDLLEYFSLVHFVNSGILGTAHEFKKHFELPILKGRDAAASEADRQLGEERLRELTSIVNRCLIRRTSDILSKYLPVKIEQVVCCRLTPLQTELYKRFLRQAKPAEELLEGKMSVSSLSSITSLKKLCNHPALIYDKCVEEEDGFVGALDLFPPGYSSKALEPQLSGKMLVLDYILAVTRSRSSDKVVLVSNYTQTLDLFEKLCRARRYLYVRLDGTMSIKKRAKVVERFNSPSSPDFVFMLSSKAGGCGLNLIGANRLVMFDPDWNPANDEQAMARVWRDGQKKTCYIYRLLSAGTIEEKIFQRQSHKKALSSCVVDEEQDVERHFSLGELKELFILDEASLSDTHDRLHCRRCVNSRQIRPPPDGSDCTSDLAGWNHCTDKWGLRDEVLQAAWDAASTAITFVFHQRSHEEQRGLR
RAD52 anneal inh – blocks human RAD52 DNA annealing; inhibition, % at 18.7 µM; 360,000 tested, 0.46% active; AID 651710; recombinant RAD52 DNA annealing, FRET fluorescence;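 active = every replicate showing at least 50% inhibition; inconclusive = mean inhibition at least 50% but not in every replicate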
The depositor's hits bear a star; ? = inconclusive; · = no result given; & = joins results of further samples.

canonical_smiles	ERp5 block	E-selectin induc	esBAF inh	S100A4 inh HTS	XiGFP reactiv	ERAP1 HTS inh	RAD54 branch	RAD52 anneal inh
COc1ccc(S(=O)(=O)N(C)C[C@H]2Oc3cc(C#CC4CCCC4)ccc3S(=O)(=O)N([C@H](C)CO)C[C@@H]2C)cc1	4	-3.5	3	-1	-0.1	1	-4	-6
C[C@H]1CN([C@@H](C)CO)S(=O)(=O)c2ccc(C3=CCCCC3)cc2O[C@H]1CN(C)C(=O)Cc1cccnc1	0	-0.3	0	-11	-0.2	-4	4	0
COCC(=O)Nc1ccc2c(c1)C(=O)N(C)C[C@H](OC)[C@H](C)CN(C(=O)Cc1cccnc1)[C@@H](C)CO2	2	-0.1	0	7	0.2	·	-7	·
O=C(O)c1ccc(COc2ccccc2[N+](=O)[O-])o1	1	0.2	·	-1	0.0	-1	1	-12
CCN(CC(=O)N1CCOCC1)S(=O)(=O)c1ccc(Cl)cc1	3	-0.2	-5	-2	-0.2	-2	-15	-5
CC(=O)c1ccc(NC(=O)C2CC(=O)N(C(C)C)C2)cc1 (configuration not stated)	3	·	-9	-6	0.0	2	13	-5
CCOC(=O)C1(CCCc2ccccc2)CCN(C(=O)C(C)n2cncn2)CC1 (configuration not stated)	-1	·	·	-4	0.1	8	2	9
CN(Cc1ccccc1)C(=O)c1cccc(NC(=O)Cc2ccc(NC(=O)C3CCCN(C(=O)C4CCCCC4)C3)cc2)c1 (configuration not stated)	1	-0.1	9	4	0.5	-2	6	3
CC1CC(=O)Nc2ccccc2N1C(=O)COc1ccc2cc(Br)ccc2c1 (configuration not stated)	4	0.1	4	-11	0.2	-2	-21	-7
CC(=O)Nc1cc(-c2nn3c(C)nnc3s2)ccc1C	-7	0.1	-6	0	0.0	·	3	-4
C[C@H](CO)N1C[C@H](C)[C@H](CN(C)C(=O)CC2CC2)Oc2cc(-c3ccccc3)ccc2S1(=O)=O	0	-0.1	-3	1	-1.1	3	1	1
CCOC(=O)C1(Cc2cccc(OC)c2)CCN(Cc2cnc(N)nc2)CC1	0	·	·	0	0.0	-2	·	-8
Cc1cc(C)c(S(=O)(=O)c2cccc(Br)c2C)c(=O)[nH]1	1	0.5	-6	4	-0.1	1	-5	-2
C[C@@H]1CCCCO[C@@H](CN(C)C(=O)Nc2ccccc2)[C@@H](C)CN([C@H](C)CO)C(=O)c2cc(NS(=O)(=O)c3ccc(F)cc3)ccc2O1	·	-0.1	2	·	0.3	·	-25	·
Cc1cccc(NC(=O)c2sc(NC(=O)COc3ccccc3)c(C#N)c2C)c1C	1	-2.0	·	-5	0.0	0	·	-14
CCOC(=O)c1cnc(N)nc1-c1ccccc1	0	0.0	·	-3	0.0	-3	2	-4
O=C(CN1CCOc2ccccc21)N1CCN(c2cccc(Cl)c2)CC1	0	0.0	-4	-6	0.2	-1	-8	-27
O=C(COc1ccccc1O)NNc1ccccc1	1	·	·	3	0.2	-1	·	-8
CC1C(C#N)=C(N)OC2=C1C(=O)CC(c1ccccc1)C2 (configuration not stated)	8	·	-1	-15	0.0	-2	1	-13
CCC(=O)N[C@H]1C=C[C@H](CC(=O)NCc2ccc(OC)cc2)O[C@H]1CO	2	-0.3	1	8	-0.6	1	0	10

(list continues)
canonical_smiles	ERp5 block	E-selectin induc	esBAF inh	S100A4 inh HTS	XiGFP reactiv	ERAP1 HTS inh	RAD54 branch	RAD52 anneal inh
O=C(Nc1ccc2c(c1)OCCO2)C(c1cc2ccccc2o1)N1CCN(C/C=C/c2ccccc2)CC1 (configuration not stated)	-7	·	-25	-23	0.0	·	-7	-69
N#C[C@@H]1[C@@H](c2ccccc2)[C@@H](CO)N1S(=O)(=O)c1cccc(F)c1	-3	1.4	-2	-1	-0.1	0	17	13
CCCN(C)C[C@@H]1Oc2ncc(-c3ccccc3OC)cc2C(=O)N([C@H](C)CO)C[C@@H]1C	3	-0.1	-5	-11	-1.1	-1	4	1
C[C@H](NC(=O)COc1ccccc1)C(=O)OCC(=O)c1cc2ccccc2o1	3	0.4	·	1	0.0	0	-8	-43
CC(C)C(=O)N1CCC1(C)C(=O)NCc1ccc(F)cc1Cl (configuration not stated)	-1	-0.2	-3	-8	-0.1	-5	-8	-10
O=C(CN(C(=O)CCC(=O)Nc1nccs1)c1ccccc1F)NCc1ccccc1	-1	·	0	-3	0.0	-1	-3	-8
C[C@H](CO)N1C[C@H](C)[C@@H](CN(C)C)Oc2cc(-c3ccncc3)ccc2S1(=O)=O	1	1.1	1	10	-0.6	1	3	2
COc1ccc(C(c2nnnn2C2CCCCC2)N2CCN(C/C=C/c3ccccc3)CC2)cc1 (configuration not stated)	-2	·	-3	2	-0.1	·	-10	-25
COC(=O)c1ccc(C(c2c(C)n(C)n(-c3ccccc3)c2=O)c2c(C)n(C)n(-c3ccccc3)c2=O)cc1	-1	0.1	-3	-3	0.0	1	-7	7
CO[C@H]1CN(C)C(=O)c2cc(NC(C)=O)ccc2OC[C@H](C)N(C(=O)Cc2cccnc2)C[C@H]1C	-3	-0.3	-2	-11	0.2	3	10	-6
C[C@@H]1CN([C@H](C)CO)C(=O)CCCn2cc(nn2)CO[C@H]1CN(C)C(=O)CCC(F)(F)F	0&-2	-2.5	1&-3	0&2	0.2&0.0	-3	-1&2	-17&4
CC(C)(CN1CCc2ccccc2C1)NS(=O)(=O)c1ccccc1	4	-0.9	·	2	0.0	·	·	-9
O=C(Nc1cc(Cl)ccc1F)C1=COCCO1	7	-0.1	10	-6	0.0	-1	·	-3
COc1ccc(C(=O)NCc2ccc(C)cc2)cc1S(=O)(=O)N1CCOCC1	7	-0.1	2	-2	0.1	4	5	-5
Cc1nn(CC(=O)NCCc2ccccc2)c(=O)c2cc3occc3n12	1	·	6	-1	0.0	1	0	-17
COc1ccc(NC(=O)Nc2ccc3c(c2)C(=O)N([C@H](C)CO)C[C@H](C)[C@@H](CN(C)S(=O)(=O)c2cn(C)cn2)OCCCC[C@@H](C)O3)cc1	·	0.1	3	·	0.0	·	8	·
CCC(C)NC(=O)c1ccc(CN2CCc3ccccc3C2)cc1 (configuration not stated)	1	·	-2	-1	0.1	0	-4	-10
CC(C)NC(=O)N(C)C[C@@H]1OCCCC[C@H](C)Oc2ccc(N(C)C)cc2C(=O)N([C@@H](C)CO)C[C@@H]1C	10	0.0	·	8	0.1	-3	-3	-10
Cc1cc(OCC(=O)N2CCC[C@@H]2C(=O)O)c2c(C)c(C)c(=O)oc2c1	4	·	-7	-1	·	9	-5	-15
C/C(CC(=O)NCc1ccco1)=N\NC(=O)c1ccc([N+](=O)[O-])cc1Cl	5	0.0	·	1	0.1	4	2	1

Next part
canonical_smiles	ERp5 block	E-selectin induc	esBAF inh	S100A4 inh HTS	XiGFP reactiv	ERAP1 HTS inh	RAD54 branch	RAD52 anneal inh
NS(=O)(=O)c1ccc(CNS(=O)(=O)c2ccc(Cl)nc2)cc1	2	?	-1	7	0.2	3	-1	-11
COc1ccc(OCC(=O)Nc2ccc(N3CCC(C)CC3)cc2)cc1	-4	-0.2	-1	-1	0.0	5	-6	-7
CO[C@H](CN(C)Cc1nccs1)[C@H](C)CN([C@@H](C)CO)S(=O)(=O)c1ccc(C)cc1	-5	-0.2	-3	-9	0.4	0	-3	-4
COc1ccc2c(c1)NC(c1ccc(N(C)C)cc1)c1cccn1-2 (configuration not stated)	5	0.5	·	-7	0.2	·	8	-159
CCOc1ccccc1C1C(C#N)=C(N)Oc2cc(C)n(C)c(=O)c21 (configuration not stated)	-3	·	2	-6	·	3	5	-8
O=C(C[C@H]1CC[C@@H](NC(=O)c2ccncc2)[C@@H](CO)O1)Nc1ccc(-c2ccccc2)cc1	-7	-0.4	·	-13	-0.6	-3	·	0
CSc1ncc(CN2CCc3c([nH]c4ccccc34)C2c2cccc(C)n2)cn1 (configuration not stated)	1	·	-3	1	-0.1	0	8	-26
COc1ccc(Br)cc1CN(C)CC(O)COc1ccc(Br)cc1 (configuration not stated)	1	0.0	-3	1	0.0	-1	3	1
Cc1ccc(C(=O)N/N=C/c2cccc(OC(=O)/C=C/c3ccco3)c2)cn1	-2	·	·	-5	0.1	3	·	-30
N#C/C(=C\c1cccnc1)C(=O)Nc1ccc(Cl)cc1	3	·	·	-3	0.0	2	0	-22
C=CCn1c(O)c(N=NC(=S)Nc2cccc(C)c2)c2ccccc21	0	·	·	-2	0.9	3	·	-1
Cc1cc(OCCCCOc2ccc(S(N)(=O)=O)c(C)c2)ccc1S(N)(=O)=O	0	0.3	10	-6	0.2	-9	-2	-16
Cc1noc(C)c1NC(=O)N(C)C[C@@H]1Oc2ccc(NC(=O)Nc3ccccc3)cc2C(=O)N([C@H](C)CO)C[C@@H]1C	-5	·	5	6	-0.3	0	5	0
COc1cc(/C=C/C(=O)OCC(=O)NC(=O)NC(C)(C)C)cc(OC)c1OC	4	·	·	-2	0.1	-1	·	-1
CC1Cc2ccccc2N1C(=O)CN(C)CC(=O)Nc1cccc(F)c1 (configuration not stated)	4	0.0	-13	-5	0.0	0	2	-18
COc1ccc2c(c1)CCCC21NC(=O)N(CC(=O)c2cc(F)ccc2F)C1=O (configuration not stated)	6	·	3	0	-0.1	-4	15	-16
CCCN(C)C[C@H]1OCCCC[C@@H](C)Oc2ccc(NC(=O)Nc3ccc(OC)cc3)cc2C(=O)N([C@H](C)CO)C[C@@H]1C	-3	-0.2	-5	10	-1.2	0	5	14
Cc1ccc(S(=O)(=O)NNC(=O)c2ccc(F)cc2)cc1	3	·	1	-1	0.0	0	3	-24
CC=Cc1ccc2n(c1=O)C[C@@H]1[C@@H](CO)[C@H](C(=O)NCc3ccc(F)cc3)[C@H]2N1CC (mixture of isomers)	-5	0.4	-19	7	0.0	-2	-18	10
NS(=O)(=O)c1cccc(NC(=O)COC(=O)c2ccccc2SCC(=O)N2CCCC2)c1	-3	0.8	3	2	0.2	2	2	-134

(further entries)
canonical_smiles	ERp5 block	E-selectin induc	esBAF inh	S100A4 inh HTS	XiGFP reactiv	ERAP1 HTS inh	RAD54 branch	RAD52 anneal inh
CCCNC(=O)C[C@@H]1C[C@H]2c3cc(NC(=O)C4CCOCC4)ccc3O[C@H]2[C@@H](CO)O1	-1	-0.2	0	-22	0.0	1	-4	6
Cc1ccc(NC(=O)COc2ccccc2C#N)cc1S(=O)(=O)N1CCCCCC1	0	·	14	1	0.3	0	3	-22
Cc1cc(/C=C2/C(=N)N3C(=NC2=O)SN=C3S(C)(=O)=O)c(C)n1-c1ccccc1	3	·	·	-4	0.0	14	·	-31
COc1ccccc1NS(=O)(=O)c1cccc(C(=O)NNC(=O)C(C)NC(=O)c2ccco2)c1 (configuration not stated)	-5	12	-2	-3	0.2	-5	3	-5
CCn1cc(CN2CCN(Cc3ccsc3)C(CCO)C2)cn1 (configuration not stated)	-2	·	·	2	0.1	1	·	-9

2 entries picked at random from the list so far:
canonical_smiles	ERp5 block	E-selectin induc	esBAF inh	S100A4 inh HTS	XiGFP reactiv	ERAP1 HTS inh	RAD54 branch	RAD52 anneal inh
Cc1ccc(NC(=O)COc2ccccc2C#N)cc1S(=O)(=O)N1CCCCCC1	0	·	14	1	0.3	0	3	-22
Cc1cc(/C=C2/C(=N)N3C(=NC2=O)SN=C3S(C)(=O)=O)c(C)n1-c1ccccc1	3	·	·	-4	0.0	14	·	-31
